ERK EGF inh = EGF-driven ERK pathway inhibition; HEK293-V1b, EGF-stimulated phospho-ERK AlphaScreen; Potency, µM (highest dose often 11.5 µM), without a hit: top-dose activity change, negative = inhibition, hits mostly inhibitors; 130,000 tested, 0.41% active; active = well fitted inhibition curve with a large enough effect; inconclusive = small, poorly fitted or top-dose-only effect, or effect the other way;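 also: plate controls were stimulated vehicle wells for no effect and unstimulated vehicle basal for full effect; nearly all actives have a fitted effect of over 55% in size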
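Phospho-ERK1/2 measured by AlphaScreen (SureFire) after 5 min 25 nM EGF stimulation of V1b-expressing HEK293 cells preincubated 30 min at 37C with titrated compounds; data scaled to DMSO and EGF controls, Hill-fitted AC50.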
* = called active by the depositor; u = inconclusive; [ ] = another dose, or the depositor's remark. Potency is read from the fitted curve at half-maximal effect.

ERK EGF inh	smiles
5.2%	Cc1c(C(=O)OCC(=O)Nc2c(C)n(C)n(-c3ccccc3)c2=O)cccc1[N+](=O)[O-]
-2.4%[57.5 µM]	O=C(O)COc1ccc(/C=C/c2nc3ccc([N+](=O)[O-])cc3s2)cc1
0.2%	Cc1cc(C(=O)NNC(=O)CCCCC(=O)NNC(=O)c2cc(C)[nH]n2)n[nH]1
-6.8%	Cc1ccc(-c2cc(C(F)F)n3ncc(C(=O)N4CCc5ccccc54)c3n2)cc1
-2.1%	Cc1nn(-c2ccccc2)c(N)c1-c1ccccc1
-2.5%	COCCCNC(=O)/C=C/c1c(Cl)cccc1Cl
-2.2%	CC1=CS(=O)(=O)CC1Sc1nc2ccccc2[nH]1 (configuration not stated)
2.4%	COC(=O)Nc1ccc(SCC(=O)c2ccccc2)cc1
-7.0%	CCOc1cc(CNCCO)cc(Br)c1OCc1ccccc1
1.0%	Cc1cc(OCC(=O)N2CCCCCC2)ccc1[N+](=O)[O-]
12.7%	COc1ccc(C(=O)Nc2cccc(NC(C)=O)c2)cc1OC
0.6%	CCOc1ccccc1NC(=O)Cc1c(F)cccc1Cl
1.6%[57.5 µM]	CC[C@@H]1CC=C[C@H]2[C@H]1C(=O)N(Cc1ccccc1)[C@H]2c1cc(C)ccc1F
0.6%[57.5 µM]	Oc1ccc(Cl)cc1Cc1cc(Cl)ccc1O
5.9%	COc1cccc(N/C(SCc2ccccc2Cl)=C(/C#N)C(=O)NCc2cccs2)c1
7.6%[57.5 µM]	CC(O)CSc1nc2c(c(=O)n(C)c(=O)n2C)n1CCCc1ccccc1 (configuration not stated)
3.1%	O=C(NCCCN1CCOCC1)c1ccc(Sc2ccc(F)cc2)c([N+](=O)[O-])c1
-5.9%[57.5 µM]	O=C(CSc1nnc(-c2cccc(S(=O)(=O)N3CCCC3)c2)n1-c1ccccc1)Nc1cccc(C(=O)O)c1
u	CC(C)/C=C1\CC/C(=C\c2ccc(N(C)C)cc2)C1=O
-3.9%	COc1cc(C(=O)N2CCN(c3cc(Cl)ccc3Cl)CC2)cc(OC)c1OC
-2.5%	CCS(=O)(=O)Nc1cccc(C2=NN(S(C)(=O)=O)C(c3ccccc3)C2)c1 (configuration not stated)
-4.8%	Cc1sc(NC(=O)Nc2ccccc2)c(C(N)=O)c1C
5.2%	COC(=O)N/N=C/c1cc(C)n(-c2cccc3ccccc23)c1C
9.5%	CC(C)(C)c1ccc(S(=O)(=O)N2CCN(c3ncccn3)CC2)cc1
-4.3%[57.5 µM]	O=[N+]([O-])c1ccc(Sc2ccccn2)nc1
3.0%	Cn1c(Cn2c(=O)sc3ccccc32)nnc1SCC(=O)NCc1ccco1
3.3%	COc1ccc(-c2nc3cnc(N4CCNCC4)nc3n(CCC#N)c2=O)cc1
7.7%	CC1=Nn2c(nnc2-c2cc(-c3ccccc3)n[nH]2)SC1
3.9%	O=C(NC(Cc1c[nH]c2ccccc12)C(=O)Nc1ccc(F)c([N+](=O)[O-])c1)c1cccs1 (configuration not stated)
7.2%	CN(C)/C(=N\S(=O)(=O)c1ccccc1)c1ccc([N+](=O)[O-])cc1
-7.6%	Cc1c(C(=O)NCCCN2CCOCC2)sc2nc(-c3ccc(F)cc3)cn12
-37.2%	COc1ccc(NC(=O)COC(=O)c2c(F)cccc2Cl)cc1OC
1.4%	O=C(NN=C1CCCCCC1)c1ccc(Br)o1
-2.9%	COc1ccc(C(=O)OCC(=O)NCC2CCCO2)cc1[N+](=O)[O-] (configuration not stated)
-8.3%	Cc1ccc(OCC(=O)NCc2ccc3c(c2)OCO3)c([N+](=O)[O-])n1
-13.5%	CCOc1ccc(N2CC(O)(c3cccs3)[N+]3=C2CCCC3)cc1 (configuration not stated)
-4.7%	CCc1ccc(CN(C)C(=O)CCc2nnc(Cc3cccc(C)c3)o2)nc1
0.0%	O=C(NNc1ncccc1Cl)c1c(Cl)cccc1Cl
5.1%	COc1cccc2sc(N(CCCN(C)C)C(=O)c3sc4ccccc4c3Cl)nc12
u	O=C(Nc1ccc(N2CCN(C(=O)c3ccc(Cl)cc3)CC2)cc1)c1ccc([N+](=O)[O-])o1
-2.5%	COc1ccc(-c2[nH]c3ccccc3c2SCCNC(=O)c2cc3ccccc3oc2=O)cc1
0.2%[57.5 µM]	COc1cc(NC(=O)c2cccc([N+](=O)[O-])c2)ccc1NC(=O)c1ccco1
-7.3%	CCNc1nc(-c2cc(C)n(Cc3ccco3)c2C)cs1
16.5%	Cc1ccc(S(=O)(=O)N(C)c2c(C)ccc(S(N)(=O)=O)c2C)cc1
1.1%	Cc1noc(C)c1C(=O)NC(C)C12CC3CC(CC(C3)C1)C2 (configuration not stated)
1.8%	COc1ccc(NC2=C3CC(C)CC=C3N(c3ccc(OC)cc3)C2=O)cc1 (configuration not stated)
-3.9%[57.5 µM]	CC1(c2nnc(-c3ccncc3)o2)CC(c2c(Cl)cccc2Cl)=NO1 (configuration not stated)
1.9%	COc1ccc(N(CC(=O)N/N=C/c2cccs2)S(=O)(=O)c2ccccc2)cc1
-11.4%	Cc1cc(Oc2nc3c(C)cccn3c(=O)c2/C=C(\C#N)S(=O)(=O)c2ccc(Cl)cc2)ccc1Cl
-0.6%	C=CCNc1nc(Nc2ccc([N+](=O)[O-])cc2)nc(N2CCCC2)n1

Other records follow.
ERK EGF inh	smiles
-14.4%	O=C(Nc1nnc(SCc2ccc(F)cc2)s1)C1CC(=O)N(Cc2ccccc2)C1 (configuration not stated)
7.3%	Cc1ncc(CN2CCCC(CCC(=O)NCc3ccc(F)c(F)c3)C2)s1 (configuration not stated)
-1.7%[57.5 µM]	CC(Sc1nc(-c2ccco2)nc2c1c(=O)n(C)c(=O)n2C)C(=O)O (configuration not stated)
-9.2%	Cc1nc2cc(NC(=O)c3ccc(N4C(=O)CCC4=O)cc3)ccc2s1
-2.4%	COCCN(C(=O)Cn1nnc2ccccc21)C(C(=O)NC1CCCCC1)c1ccc(OC)cc1OC (configuration not stated)
6.7%	CCCNc1ccc(S(=O)(=O)N(CC)CC)cn1
u	CN(C)c1ccc(C2C3CCCc4ccccc4C3=NN2C)cc1 (configuration not stated)
-14.7%	Cc1ccc(NC(=O)CCS(=O)(=O)c2cccc3nonc23)cc1
-5.1%	O=c1c(Cc2c(F)cccc2Cl)c(O)ccn1C1CCCCCC1
-2.1%	CCc1nc(C)ccc1OCC(=O)N1CCc2c([nH]c3ccccc23)C1c1ccccn1 (configuration not stated)
3.3%[57.5 µM]	O=C(CNC(=O)c1ccncc1)N/N=C/c1ccc(O)cc1O
3.7%	CCOc1ccccc1-n1c(C)cc(C=O)c1C
-0.8%	CCOCCCNS(=O)(=O)c1ccc(NC(=O)CN2C(=O)c3ccccc3C2=O)cc1
-3.4%	COC(=O)c1sc2ccccc2c1NC(=O)c1ccc(S(=O)(=O)N2CC(C)CC(C)C2)cc1 (configuration not stated)
2.3%	CC(=O)C(=Cc1cc(C)n(-c2ccccc2)c1C)C(C)=O
1.3%	Cc1ccc(/C=N/N2CCN(Cc3ccccc3)CC2)cc1
-8.7%	CC(=O)c1c(C)[nH]c(C(=O)Nc2ccc(Cl)c(S(=O)(=O)N(C)C)c2)c1C
-6.0%[57.5 µM]	O=C(C1=C[C@H](c2csc3ccccc23)C[C@H](OCc2ccc(CO)cc2)O1)N1CCN(Cc2ccc3c(c2)OCO3)CC1
4.1%	O=C(CN1CCCCC1)NC(=O)NCc1ccccc1
27.7%	CC(OC(=O)CCC(=O)c1cccs1)C(=O)Nc1ccccc1[N+](=O)[O-] (configuration not stated)
4.5%	Cc1cc(Cl)c(S(=O)(=O)N(C)C)cc1OCC(N)=O
-5.8%[57.5 µM]	O=C(O)CCCCCCCCCCP(=O)(c1ccccc1)c1ccccc1
-13.2%	N/C(Cc1ccccc1)=N\OC(=O)c1cccc2ccccc12
3.1%	COC(=O)NNC(=O)COc1ccccc1C
7.5%[25.7 µM]	Nc1ccccc1S(N)(=O)=O
-8.9%[57.5 µM]	O=c1[nH]c(Cc2ccccc2)nc2c1oc1ccccc12
-4.2%	COc1ccc(C/C(N)=N/OC(=O)c2cccc([N+](=O)[O-])c2)cc1
-0.8%	Cc1cc(NC(=O)c2c(Br)c(C)nn2C)no1
2.0%	CCc1ccc(NC(=O)C(=O)NCC(O)c2ccccc2)cc1 (configuration not stated)
-5.9%[57.5 µM]	CC(=O)OC(C(=O)NCCN1CCOCC1)c1c(F)cccc1F (configuration not stated)
0.3%[57.5 µM]	CCCCc1c(O)nc(SCC(=O)c2ccccc2)n(-c2ccccc2OC)c1=O
-2.8%	O=C(Cc1coc2cc3c(cc12)CCC3)OCC(=O)N1CCCC1=O
-4.4%	Cc1ccc(NC(=O)c2ccc(OCC3CCCO3)cc2)c(C)c1 (configuration not stated)
1.6%	O=C(NC(Cc1cc(=O)[nH]c2ccccc12)C(=O)O)c1ccc(Cl)cc1 (configuration not stated)
-2.0%	CC(C)Cn1c(N)c(C(=O)COC(=O)c2ccc([N+](=O)[O-])o2)c(=O)n(C)c1=O
-2.2%[57.5 µM]	Cc1ccc(NC(=O)COc2ncnc3cc([N+](=O)[O-])ccc23)cc1S(=O)(=O)N1CCOCC1
0.8%	COc1cccc(CN2CCNC(=O)C2CC(=O)NCc2cn3ccccc3n2)c1OC (configuration not stated)
0.7%	COCCCNC(=O)CCn1c(=O)c2ccccc2n(Cc2cccc([N+](=O)[O-])c2)c1=O
1.7%	CC(=O)c1ccc(N2CCN(C(=O)c3cccc(Oc4ccccc4)c3)CC2)cc1
-10.0%[57.5 µM]	O=C(O)c1ccc(N/N=C/c2cn(Cc3ccccc3F)c3ccccc23)cc1

2 entries from above, in markdown:
| structure | ERK EGF inh |
| --- | --- |
| Oc1ccc(Cl)cc1Cc1cc(Cl)ccc1O | 0.6%[57.5 µM] |
| COCCCNC(=O)CCn1c(=O)c2ccccc2n(Cc2cccc([N+](=O)[O-])c2)c1=O | 0.7% |

(further entries)
ERK EGF inh	smiles
2.1%	CCOc1cc(C(=O)Nc2ccc(F)cc2)cc(Br)c1OC
-2.3%	O=C(NCCc1c[nH]c2ccccc12)c1cncc(Br)c1
-1.7%[57.5 µM]	CCO[C@@H]1OC(C(=O)O)=C[C@H](c2ccc(C(F)(F)F)cc2)[C@H]1CCCO
-1.1%	CC(C)(C)OC(=O)NCCCC1=CC2=CC(=O)C(C)(OC(=O)c3cccs3)C(=O)C2=CO1 (configuration not stated)
-12.3%	C[Si](C)(C/C=C/CC[C@H](O)C1=CCCCC1=O)c1ccccc1
3.0%	CCCN1C(=O)/C(=C/c2nc3ccccc3c(=O)[nH]2)c2ccccc21
0.8%[57.5 µM]	Cc1onc2c(=O)n(-c3ccccc3)nc(-c3ccccc3)c12
-1.1%	CCOC(=O)c1c(NC(=O)C2=C(C)NC(=S)NC2c2ccc(F)cc2F)sc(C)c1C (configuration not stated)
7.5%[57.5 µM]	CCCCC1=CC2=CC(=O)C(C)(OC(=O)CC)C(=O)C2=CN1C(CO)CO (configuration not stated)
-1.9%	Cn1ncc2c(=O)[nH]cnc21

Fetched by compound from the list above (7):
ERK EGF inh	smiles
0.0%	O=C(NNc1ncccc1Cl)c1c(Cl)cccc1Cl
-0.8%	CCOCCCNS(=O)(=O)c1ccc(NC(=O)CN2C(=O)c3ccccc3C2=O)cc1
-2.2%[57.5 µM]	Cc1ccc(NC(=O)COc2ncnc3cc([N+](=O)[O-])ccc23)cc1S(=O)(=O)N1CCOCC1
1.6%	O=C(NC(Cc1cc(=O)[nH]c2ccccc12)C(=O)O)c1ccc(Cl)cc1 (configuration not stated)
7.5%[57.5 µM]	CCCCC1=CC2=CC(=O)C(C)(OC(=O)CC)C(=O)C2=CN1C(CO)CO (configuration not stated)
0.3%[57.5 µM]	CCCCc1c(O)nc(SCC(=O)c2ccccc2)n(-c2ccccc2OC)c1=O
-3.9%[57.5 µM]	CC1(c2nnc(-c3ccncc3)o2)CC(c2c(Cl)cccc2Cl)=NO1 (configuration not stated)

Carrying on:
ERK EGF inh	smiles
6.1%	CCOC(=O)C(=O)N1CCC(C(=O)OC)CC1
9.2%	Cc1ccccc1N1CCN(S(=O)(=O)C[C@]23CCC(CC2NC(=O)[C@@H](N)CCS(C)(=O)=O)C3(C)C)CC1 (some centres not stated)
0.8%[57.5 µM]	CN(C)c1cccc(N(C)C)c1CNC(=O)C(C)(C)C
-7.4%	COc1ccc2cc(CCNC(=O)C(C)(C)C)c(=O)[nH]c2c1
0.5%	COCCCNC(=S)N(Cc1ccccc1)Cc1ccc(F)cc1
3.8%[57.5 µM]	Cc1ccc2oc(=O)c(/C=C(\O)c3ccco3)nc2c1
1.5%[57.5 µM]	COc1ccccc1NC(=O)N1CCN(c2ccc3nncn3n2)CC1
3.7%	CN(c1ccccc1)S(=O)(=O)c1cc(C(=O)OCC(N)=O)ccc1Cl
0.7%	OC1(c2cccs2)CN(c2ccc(Cl)cc2)C2=[N+]1CCCS2 (configuration not stated)
-2.9%	O=C(Nc1ccccc1)Nc1ccc(Cl)c([N+](=O)[O-])c1
33.4%	CC(=O)OC1CC2C(C)(C)C(=O)CC[C@]2(C)C2CC[C@@]3(C)C(c4ccoc4)OC(=O)C4OC43[C@]12C (some centres not stated)
8.1%	CO/C(N)=C(\C#N)N=Cc1ccccc1Cl
3.0%	O=C(COC(=O)/C=C/c1ccc(S(=O)(=O)N2CCCCCC2)cc1)NCc1ccccc1Cl
3.0%	COc1ccc(NC(C)=O)cc1S(=O)(=O)N1CCN(C/C=C/c2ccccc2)CC1
-6.2%[57.5 µM]	Nc1nc(NCCCN2CCOCC2)nc(Nc2ccc(Cl)cc2)c1[N+](=O)[O-]
-8.1%	CC(C)(C)c1cc[n+](-c2nc([O-])sc2C=O)cc1
-3.2%	COCCN(C(=S)Nc1ccc(C)cc1C)C(C)c1cccs1 (configuration not stated)
-4.0%[57.5 µM]	C/C(=N\NC(=O)Cc1c(C)[nH][nH]c1=O)c1cccc(Br)c1
-4.2%	CN(C(=O)COC(=O)/C=C/c1ccc(S(=O)(=O)N2CCc3ccccc32)cc1)C1CCS(=O)(=O)C1 (configuration not stated)

High-throughput results: PubChem, National Center for Advancing Translational Sciences (NCATS)

The list is partial, so the mix of outcomes need not match the whole.
